ERG Ets-DNA blk = ERG Ets/DNA interaction inhibition | P11308 | fluorescence polarization, His-ERG Ets domain / labelled DNA | Potency, µM (top dose mostly 76.9 µM), for inactives: at the highest dose FP activity, negative = inhibition, usual class: inhibitors | 370,000 tested, 0.028% active | AID 624246; active means well fitted inhibition curve with a large enough effect in the polarisation, with a control signal flat; inconclusive means small, poorly fitted or top-dose-only effect, or effect the other way, or a change in a side signal; inactive means no such curve, though single readings can be large or run the other way; the % refers to the polarisation;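 further: polarization taken with two DNA probes labelled with fluorescein and Texas red; potency means the concentration at half of the fitted maximal effect; % of control where 0% means no effect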
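His-tagged ERG Ets domain (1 uM in the protein solution; 300mM KCl, 50mM Tris-HCl, 1mM EDTA, 1mM DTT, pH 7.5) received compound, then a probe mix of 5 nM fluorescein-DNA and 100nM Texas-615-DNA. Fluorescence polarization was read for both dyes.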
Anesthetic bind = binds horse apoferritin like a general anesthetic | P02791 | 350,000 tested, 0.074% active | apoferritin/1-aminoanthracene competitive binding, fluorescence | Potency, µM (highest dose often 77.5 µM), for the others: at the top dose activity change, negative = displacement, hits mostly inhibitors; further: potency means the concentration at half of the fitted maximal effect; on the % scale 0 is the no-effect control and ±100 the full control effect; nearly all actives have a fitted effect of over 20% in size
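Horse-spleen apoferritin (10 uM) was mixed with 50% saturated 1-aminoanthracene in PBS, exposed to compounds for 10 min at room temperature, and read for fluorescence (ex 380 nm, em 535 nm). Competitive displacement was fitted with a four-parameter Hill equation.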
POLK inh = blocks human DNA polymerase kappa activity; purified Pol kappa, fluorescent DNA synthesis assay, 10 min; Potency, µM (doses to about 107 µM), for inactives: top-dose activity, negative = inhibition, usual class: inhibitors; 400,000 tested, 0.53% active; AID 588579; further: potency means the concentration at half of the fitted maximal effect; on the % scale 0 is the no-effect control and ±100 the full control effect
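First, compounds were pin-transferred onto 10 nM Pol kappa. After 15 min at room temperature, substrate was added to 50 nM final. Fluorescence was then measured kinetically at 0 and 10 min.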
TRHR ag = TRH receptor (human) agonism. P34981. activation, % at 2 µM. 360,000 tested, 0.18% active. TRHR cells, calcium flux fluo-8, FDSS agonist mode. AID 493084; in the data active means activation above about 30%; further: 0% is about no effect
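Fluo-8-loaded TRHR cells; 10 s baseline, compound added, kinetic Ca2+ fluorescence read 1/s, agonist mode.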
APE1 inh = blocks human APE1 abasic DNA cleavage; recombinant APE1, TAMRA/BHQ-2 abasic DNA cleavage fluorescence; Potency, µM (doses to about 65.8 µM), inactives show at the highest dose activity change, negative = inhibition, usual class: inhibitors; 350,000 tested, 0.35% active; AID 2517;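 further: potency means the concentration at half of the fitted maximal effect; plate controls were vehicle for no effect and reference inhibitor for full effect; nearly all actives have a fitted effect of over 55% in size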
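0.75 nM APE1 + cpd, 15 min RT; start w/ 50 nM TAMRA/BHQ-2 THF-abasic dsDNA; kinetic fluor 525/598 nm ×3 reads @60 s; Δ(read3−read1); normalized to DMSO and NSC13755 control wells.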
BLM inh = blocks DNA unwinding by human BLM helicase | AID 2528 | recombinant BLM DNA unwinding, fluorescence dequenching | P54132 | Potency, µM (highest dose often 56.1 µM), for inactives: at the highest dose activity change, negative = inhibition, most hits filed as inhibitors | 350,000 tested, 0.2% active;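 further: potency means the concentration at half of the fitted maximal effect; plate controls were vehicle for no effect and no enzyme for full effect; nearly all actives have a fitted effect of over 35% in size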
Target sequence (P54132 whole entry, looked up): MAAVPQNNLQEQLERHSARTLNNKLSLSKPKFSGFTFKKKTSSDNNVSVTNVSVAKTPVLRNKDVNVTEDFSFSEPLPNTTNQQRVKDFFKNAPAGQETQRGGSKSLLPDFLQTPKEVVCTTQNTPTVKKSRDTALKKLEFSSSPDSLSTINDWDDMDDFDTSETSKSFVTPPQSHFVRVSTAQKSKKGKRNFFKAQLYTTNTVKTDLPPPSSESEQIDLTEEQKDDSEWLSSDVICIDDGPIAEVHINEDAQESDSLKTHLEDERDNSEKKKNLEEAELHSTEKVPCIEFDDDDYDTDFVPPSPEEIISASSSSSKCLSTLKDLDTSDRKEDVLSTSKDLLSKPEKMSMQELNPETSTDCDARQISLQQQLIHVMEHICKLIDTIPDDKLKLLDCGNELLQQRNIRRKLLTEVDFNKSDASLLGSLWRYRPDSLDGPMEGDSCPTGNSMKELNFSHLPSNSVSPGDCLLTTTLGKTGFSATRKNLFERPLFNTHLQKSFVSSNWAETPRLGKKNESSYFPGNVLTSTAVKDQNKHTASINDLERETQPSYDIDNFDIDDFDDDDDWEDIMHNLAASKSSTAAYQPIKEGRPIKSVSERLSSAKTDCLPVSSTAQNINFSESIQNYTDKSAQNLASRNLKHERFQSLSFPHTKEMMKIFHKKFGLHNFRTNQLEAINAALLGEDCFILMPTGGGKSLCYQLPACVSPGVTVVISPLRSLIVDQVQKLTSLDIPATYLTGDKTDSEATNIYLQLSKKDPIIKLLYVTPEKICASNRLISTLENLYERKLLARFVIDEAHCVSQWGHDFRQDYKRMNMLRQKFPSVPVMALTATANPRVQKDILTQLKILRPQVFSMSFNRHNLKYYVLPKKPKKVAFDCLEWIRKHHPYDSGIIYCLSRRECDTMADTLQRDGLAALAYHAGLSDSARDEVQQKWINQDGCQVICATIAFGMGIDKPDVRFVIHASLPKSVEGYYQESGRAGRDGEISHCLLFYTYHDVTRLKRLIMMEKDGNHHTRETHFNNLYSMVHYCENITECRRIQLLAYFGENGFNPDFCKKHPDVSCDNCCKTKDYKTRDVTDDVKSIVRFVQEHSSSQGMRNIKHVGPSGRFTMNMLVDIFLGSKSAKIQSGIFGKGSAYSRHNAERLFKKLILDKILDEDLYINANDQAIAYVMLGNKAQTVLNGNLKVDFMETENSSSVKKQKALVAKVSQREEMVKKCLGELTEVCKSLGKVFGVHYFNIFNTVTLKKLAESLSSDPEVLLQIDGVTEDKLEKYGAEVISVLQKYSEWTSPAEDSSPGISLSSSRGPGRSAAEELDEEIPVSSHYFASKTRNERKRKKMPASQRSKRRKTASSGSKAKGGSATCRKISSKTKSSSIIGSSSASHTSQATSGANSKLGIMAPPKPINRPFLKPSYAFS
ALOX12 inh = blocks human arachidonate 12S-lipoxygenase; Potency, µM (top dose mostly 108 µM), for the others: at the top dose activity change, negative = inhibition, most hits filed as inhibitors; AID 1671190; purified 12hLO, xylenol orange hydroperoxide absorbance; 580,000 tested, 1.1% active; P18054; further: potency means the concentration at half of the fitted maximal effect; on the % scale 0 is the no-effect control and ±100 the full control effect
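Purified human 12hLO (150 nM final) in 25 mM Hepes, 0.01% Triton X-100, pH 7.0 was preincubated 15 min at room temperature with compound. Then 40 uM arachidonic acid was added, 30 min. Hydroperoxide was read by Fe-XO absorbance ratio 573/405 nm.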
POLB inh = DNA polymerase beta (human) inhibition | Pol beta primer extension/strand displacement, fluorescence kinetic | 340,000 tested, 1.3% active | AID 485314 | P06746 | Potency, µM (doses to about 114 µM), inactives show top-dose activity change, negative = inhibition, most hits filed as inhibitors; further: potency means the concentration at half of the fitted maximal effect; on the % scale 0 is the no-effect control and ±100 the full control effect
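Pol beta (10 nM) and compounds were preincubated 15 min at room temperature, then 50 nM substrate (final) started primer extension/strand displacement. Reads were taken at 0 and 10 min; concentration-response data were fitted to a four-parameter Hill equation.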
Pol iota inh = inhibitors of human DNA polymerase iota. Q9UNA4. Pol iota fluorescent replication assay, 10 min. Potency, µM (series often up to 115 µM), without a hit: at the highest dose activity, negative = inhibition, usual class: inhibitors. 390,000 tested, 1% active; further: potency means the concentration at half of the fitted maximal effect
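Fluorescent replication assay read twice, at 0 min and 10 min after adding 50 nM (final) substrate. Enzyme (10 nM) and compounds were first incubated 15 min at room temperature; enzyme-free buffer wells were negative controls.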
The depositor's hits bear a star; ? = inconclusive; / = no result given; & = joins results of further samples; [ ] = remark or other dose. Unless noted, the call rests on the fitted dose curve; in most records, active means well fitted curve in the direction sought with a large enough effect; inconclusive means small, poorly fitted or top-dose-only effect, or another doubt; inactive means no such curve, though single readings can be large; an effect the other way counts as inactive or inconclusive.

item	molecule	ERG Ets-DNA blk	Anesthetic bind	POLK inh	TRHR ag	APE1 inh
1	CCOc1ccc(OCCC(=O)OC(C)C(=O)Nc2ccc(C(C)=O)cc2)cc1 (stereo not drawn)	-7%	?	-8%	-0.3	0%
2	CC(=O)Nc1ccc(S(=O)(=O)NC(C)c2nc(-c3ccccc3)no2)cc1 (stereo not drawn)	3%	-1%	-2%	-0.5	56%
3	CC1=C(C(=O)c2ccccc2)C(c2ccc(N3CCOCC3)cc2)NC(=O)N1 (stereo not drawn)	32%[activator]	-13%	-10%	5.7	-5%
4	CCOc1ccccc1CN1C(=O)NC2(CCCCCC2)C1=O	4%	-13%	-5%	-0.4	-1%
5	Cc1cccc(Cn2c(=O)n(CCCCC(=O)NCc3ccc4c(c3)OCO4)c(=O)c3ccccc32)c1	2%	0%	-23%	-0.3	/
6	CC(C)(C)C(=O)O/N=C(\N)c1ccc([N+](=O)[O-])s1	-13%	-5%	-7%	2.8	0%
7	CC(C)OC(=O)c1ccc(COC(=O)c2cnccn2)cc1	5%	-17%	-1%	-0.2	-5%
8	Nc1ncnc(Sc2ncccn2)c1[N+](=O)[O-]	14%	-7%	-13%	0.4	2%
9	O=C(Nc1nnc(COc2ccc(Cl)cc2)s1)c1cccs1	3%	-9%	-1%	-0.1	-1%
10	O=C(c1ccccc1F)N1CCN(S(=O)(=O)c2ccc3c(c2)OCCO3)CC1	2%	-14%	8%	-0.5	0%
11	Cc1cc(C)cc(NS(=O)(=O)c2cc(C(=O)NCc3ccccn3)ccc2Cl)c1	4%	-7%	-12%	0.2	-2%
12	CCOC(=O)N1CCN(C(=O)CSc2nnc3[nH]c(=O)c(C)c(C)n23)CC1	7%	/	-8%	0.5	1%
13	COc1ccc(N(CC(=O)Nc2ccccc2OC)S(=O)(=O)c2ccc(OC)c(OC)c2)cc1	3%	16%	1%	0.2	12%
14	Cc1nnc(NC(=O)c2ccc3c(c2)NC(=O)CS3)s1	7%	/	-18%	-2.2	-4%
15	CCN(CC)CCOC(=O)c1ccc(NC(=O)CCCN2C(=O)/C(=C\c3cccs3)SC2=S)cc1	31%[activator]	?	-6%	5.6	-44%

item	BLM inh	ALOX12 inh	POLB inh	Pol iota inh
1	-4%	0%	-26%	?
2	7%	-13%	4%	76%[activator]
3	-7%	?	11%	-9%
4	-3%	15%	42%	21%
5	-9%	0%	3%	16%
6	-2%	?	5%	-14%
7	-2%	7%	-25%	66%[activator]
8	-3%	-17%	28%	2%
9	0%	11%	10%	?
10	0%	4%	8%	25%
11	4%	4%	6%	-17%
12	/	-16%	/	-13%
13	-10%	0%	1%	-1%
14	/	-3%	/	-14%
15	-1%	?	-2%	?

Arranged by SMILES length (ascending): part of the list above
item	molecule	ERG Ets-DNA blk	Anesthetic bind	POLK inh	TRHR ag	APE1 inh
4	CCOc1ccccc1CN1C(=O)NC2(CCCCCC2)C1=O	4%	-13%	-5%	-0.4	-1%
7	CC(C)OC(=O)c1ccc(COC(=O)c2cnccn2)cc1	5%	-17%	-1%	-0.2	-5%
10	O=C(c1ccccc1F)N1CCN(S(=O)(=O)c2ccc3c(c2)OCCO3)CC1	2%	-14%	8%	-0.5	0%

item	BLM inh	ALOX12 inh	POLB inh	Pol iota inh
4	-3%	15%	42%	21%
7	-2%	7%	-25%	66%[activator]
10	0%	4%	8%	25%

Continuation:
item	molecule	ERG Ets-DNA blk	Anesthetic bind	POLK inh	TRHR ag	APE1 inh
16	NS(=O)(=O)c1cc(C(=O)OCC(=O)Nc2ccc(Cl)cc2[N+](=O)[O-])ccc1Cl	6%	?	-3%	5.3	-2%
17	COc1cccc(NC(=O)CCc2nnc3ccc(NCc4ccco4)nn23)c1	1%	-9%	-43%	-0.2	-10%
18	C=CC[C@@]12C=C(OC)C(=O)C(OC)=C1O[C@H](c1ccc3c(c1)OCO3)[C@H]2C	-5%	/	1%	/	/
19	O=C1CSC(c2ccccc2)N1c1nnc(C23CC4CC(CC(C4)C2)C3)s1 (stereo not drawn)	/	-12%	/	0.3	3%
20	O=C(c1ccc2nc(Cc3cccc(Cl)c3)oc2c1)N1CCC(O)CC1	-5%	-11%	-11%	0.6	-5%
21	CSc1cccc(NC(=O)Nc2ccc(Cl)cc2)c1	11%	-8%	-9%	0.7	-1%
22	CCOc1ccc(OCC)c(NC(=O)CN(C)S(=O)(=O)c2ccc3c(c2)CCCC(=O)N3)c1	-3%	4%	-4%	-0.8	/
23	O=S(=O)(NC1CC1)c1ccc(S(=O)(=O)N2CCCC(c3nc(-c4cccnc4)no3)C2)cc1 (stereo not drawn)	0%	-4%	-3%	1.6	-6%
24	Fc1ccc(NC(=S)NCc2ccccc2)cc1	-6%	-4%	-13%	0.3	13%
25	N#CC(c1ccc(O)cc1)c1ncc(C(F)(F)F)cc1Cl (stereo not drawn)	14%	?	2%	2.3	-3%
26	O=C(O)c1cc(Cl)c2ccccc2c1O	-3%	-2%	-10%	-0.7	-3%
27	CC(C)N1CCC2(CC1)C(C#N)=C(N)NC(S)=C2C#N	/	-6%	/	1.6	-4%
28	CC(=O)N1CCc2c(sc(NC(=O)CCS(=O)(=O)c3ccccc3)c2C(N)=O)C1	18%	-2%	-11%	0.4	23%
29	Cc1nnc2sc(SCc3ccc(Cl)cc3)nn2c1=O	3%	-7%	-10%	-0.3	-2%
30	CC1C(=O)Nc2ccccc2N1C(=O)c1ccc(Cl)c(Cl)c1 (stereo not drawn)	-10%	-13%	4%	-0.9	-5%

item	BLM inh	ALOX12 inh	POLB inh	Pol iota inh
16	-1%	-18%	-11%	55%[activator]
17	-9%	5%	?	?
18	/	-24%	/	1%
19	2%	/	3%	/
20	-1%	7%	-3%	14%
21	-8%	?	37%	-16%
22	1%	-7%	10%	27%
23	-8%	-27%	13%	19%
24	0%	17%	7%	4%
25	-9%	?	-19%	45%[activator]
26	-14%	-24%	2%	1%
27	?	/	?	/
28	0%	252%[activator]	14%	3%
29	0%	1%	-27%	14%
30	-4%	3%	2%	2%

Following part.
item	molecule	ERG Ets-DNA blk	Anesthetic bind	POLK inh	TRHR ag	APE1 inh
31	O=C(OCc1nc2ccccc2s1)C1CCN(C2=NS(=O)(=O)c3ccccc32)CC1	17%	-19%	-2%	0.5	-3%
32	COc1ccccc1N1CCN(C(=O)c2ccc(Nc3nc4ccccc4n4nnnc34)cc2)CC1	0%	1%	5%	0.3	/
33	CCCN(CCC)CCCNC(=O)C1CCC(CNS(=O)(=O)c2cccc3nsnc23)CC1 (stereo not drawn)	8%&4%	-7%&1%	2%&-11%	0.6&-0.6	-5%
34	COC(=O)C1CC23C=CCN4CCC5(c6ccccc6NC15C2C)C43 (stereo not drawn)	1%	-15%	8%	-0.1	-6%
35	COc1ccc(CCNC(=O)COc2ncnc3ccccc23)cc1	4%	-7%	-25%	-1.3	-2%
36	CCOC(=O)c1ccc(NC(=O)CSc2nc(-c3ccc(OC)cc3)cc(C(F)(F)F)c2C#N)cc1	-3%	1%	10%	7.8	/
37	Cc1ccc(-c2c(C(=O)N/N=C/c3ccc4c(c3)OCO4)nnn2-c2nonc2N)cc1	-3%	-10%	5%	0.1	21%
38	COc1cccc(NC2C=CS(=O)(=O)C2)c1 (stereo not drawn)	-4%	4%	-13%	1.2	0%
39	Cc1ccc(NC(=O)CCCCCN2C(=O)[C@@H]3Cc4ccccc4CN3C2=O)c(Cl)c1	-4%	-16%	-3%	0.8	-2%
40	COc1ccc(CNC(=O)Cn2cc(C(F)(F)F)ccc2=O)cc1	-13%	0%	-2%	-0.4	5%
41	Cc1cccc2cc(CN(Cc3ccco3)C(c3nnnn3CCc3ccccc3)C(C)C)c(=O)[nH]c12 (stereo not drawn)	7%	?	-12%	-0.2	-2%
42	COC(=O)c1cn(NC(=O)Cn2nc([N+](=O)[O-])c(Br)c2C)c(=O)c2ccccc12	1%	-2%	-10%	0.1	5%
43	Cc1ccc(C)c(NC(=O)CSc2ncnc3nc[nH]c23)c1	8%	-13%	5%	0.1	?
44	CCN(C(=O)CSc1ccc(S(=O)(=O)N2CCOCC2)cn1)c1ccccc1	-9%	/	1%	-0.2	1%
45	COc1cccc(CN2CC(C(=O)NCCc3ccccc3C(F)(F)F)CCC2=O)c1 (stereo not drawn)	2%	-13%	-9%	-0.3	14%

item	BLM inh	ALOX12 inh	POLB inh	Pol iota inh
31	-4%	-6%	-2%	?
32	-11%	-18%	5%	12%
33	4%&1%	-2%	16%&-1%	-17%&-9%
34	-4%	?	6%	-8%
35	3%	8%	3%	83%[activator]
36	-2%	?	-1%	19%
37	-7%	-2%	22%	17%
38	0%	-1%	-13%	9%
39	-4%	7%	29%	-11%
40	2%	-13%	-2%[57.1 µM]	12%
41	-9%	-5%	5%	4%
42	0%	-10%	0%	122%[activator]
43	-3%	?	8%	?
44	/	27%	/	4%
45	-2%	-5%	1%	50%[activator]

Compounds 39 through 41, quoted:
item	molecule	ERG Ets-DNA blk	Anesthetic bind	POLK inh	TRHR ag	APE1 inh
39	Cc1ccc(NC(=O)CCCCCN2C(=O)[C@@H]3Cc4ccccc4CN3C2=O)c(Cl)c1	-4%	-16%	-3%	0.8	-2%
40	COc1ccc(CNC(=O)Cn2cc(C(F)(F)F)ccc2=O)cc1	-13%	0%	-2%	-0.4	5%
41	Cc1cccc2cc(CN(Cc3ccco3)C(c3nnnn3CCc3ccccc3)C(C)C)c(=O)[nH]c12 (stereo not drawn)	7%	?	-12%	-0.2	-2%

item	BLM inh	ALOX12 inh	POLB inh	Pol iota inh
39	-4%	7%	29%	-11%
40	2%	-13%	-2%[57.1 µM]	12%
41	-9%	-5%	5%	4%

Not all compounds are listed. The share of hits here may be higher or lower than overall.
